# Screening results from PubChem BioAssay.
# PglD DTNB: C. jejuni PglD acetyltransferase inhibitors, primary screen, biochemical, DTNB colorimetric, single point. UDP-N-acetylbacillosamine N-acetyltransferase PglD (Campylobacter jejuni). purified PglD enzyme, DTNB colorimetric CoA detection. inhibition, % at 12.5 µM. 360,000 compounds, 0.098% hits. AID 602405, 2012; in the data active means inhibition above about 16%, passing the limit was not always enough; further: strong numbers were not always called active
# E-selectin induc: E-selectin induction in HUVECs, primary screen, imaging, HUVEC, immunofluorescence imaging, single point; P16581; normalized: neutral wells 0, TNF-alpha wells 100; activation, % at 7.58 µM; 260,000 compounds, 0.37% hits;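 active means mean E-selectin-positive cell signal at least 10% of the positive control, reached in at least 60% of replicates, without over 20% cell loss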;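 further: in these data hits start at about 27%; measured in HUVEC primary endothelial cells; signal is the percent of cells scored E-selectin positive by PE staining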
#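 Assay system: HUVEC primary endothelial cells. Input: 3,000 HUVEC seeded per well. Doses: one compound dose added by pin transfer. Read-out basis: % PE-positive cells. Benchmarks: TNF-alpha high, DMSO low. Detection: immunofluorescence imaging. Buffer or medium: EGM-2, gelatin.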
# ARNT-TACC3 inh: disruptors of ARNT/TACC3 protein interaction, primary screen, biochemical, AlphaScreen, single concentration. Transforming acidic coiled-coil-containing protein 3 (Homo sapiens), Q9Y6A5. AID 623870, 2012. 390,000 compounds, 0.66% hits. inhibition, % at 9.99 µM. AlphaScreen His-ARNT PAS-B/GST-TACC3 binding, luminescence; TACC3 fragment carries E629A point mutation;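 active means mean inhibition of replicates at least 50% and at least half of replicates each reaching 50%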;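 further: 0% = complete ARNT plus TACC3 wells and 100% = ARNT alone without TACC3; many hits fall short of the cut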
# ERp5 block: inhibitors of ERp5-driven insulin aggregation, primary screen, biochemical, turbidity, absorbance 650 nm, single point; Protein disulfide-isomerase A6 (Homo sapiens), Q15084; 90 min; inhibition, % at 9.99 µM; 350,000 compounds, 0.05% hits;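 active means mean replicate inhibition above about 25%, with every replicate also reaching it, limit read from the data, passing the limit was not always enough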
# CASP6 VEID inh: human caspase-6 inhibitors, primary screen, biochemical, VEID-R110 fluorescence, single point, set 2; purified caspase-6, Z-VEID-R110 cleavage fluorescence; inhibition, % at 12.5 µM; 350,000 compounds, 0.53% hits; AID 686996, 2013;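 active means mean inhibition across replicates at least about 35%, with every replicate also reaching that limit, limit read from the data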;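 further: 0% = median of neutral control wells and 100% = no fluorescence left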
# Target sequence (P55212 24-179 limits assumed): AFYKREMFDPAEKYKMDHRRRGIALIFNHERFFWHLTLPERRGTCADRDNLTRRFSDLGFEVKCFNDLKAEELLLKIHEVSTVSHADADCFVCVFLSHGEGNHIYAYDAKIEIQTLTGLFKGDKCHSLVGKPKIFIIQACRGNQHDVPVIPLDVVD
# Target sequence (P55212 194-293 limits assumed): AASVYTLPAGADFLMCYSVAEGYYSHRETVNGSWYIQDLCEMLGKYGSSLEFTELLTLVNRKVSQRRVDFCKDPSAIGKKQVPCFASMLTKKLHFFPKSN
# RAD52 inh: RAD52 DNA annealing inhibitors, primary screen, biochemical, FRET, single point, set 2 | DNA repair protein RAD52 homolog (Homo sapiens), P43351 | recombinant RAD52 DNA annealing, FRET fluorescence | inhibition, % at 18.7 µM | 360,000 compounds, 0.46% hits;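 active means every replicate showing at least 50% inhibition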
# Target sequence (P43351 whole entry, looked up): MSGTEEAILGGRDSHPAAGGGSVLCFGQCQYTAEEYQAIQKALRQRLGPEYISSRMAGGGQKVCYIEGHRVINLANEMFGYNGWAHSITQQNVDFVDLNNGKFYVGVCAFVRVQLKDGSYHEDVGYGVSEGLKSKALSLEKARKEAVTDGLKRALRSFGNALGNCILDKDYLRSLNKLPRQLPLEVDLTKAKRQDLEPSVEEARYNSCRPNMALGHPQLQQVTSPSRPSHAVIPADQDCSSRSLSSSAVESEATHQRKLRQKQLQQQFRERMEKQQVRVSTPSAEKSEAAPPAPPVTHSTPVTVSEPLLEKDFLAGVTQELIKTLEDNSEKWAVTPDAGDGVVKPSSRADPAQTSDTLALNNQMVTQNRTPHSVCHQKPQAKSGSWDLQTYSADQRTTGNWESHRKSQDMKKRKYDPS
# RAD54 branch: inhibitors of human RAD54 branch migration, primary screen, biochemical, fluorescence, single point; DNA repair and recombination protein RAD54-like (Homo sapiens), Q92698; RAD54 Holliday junction branch migration, FAM/BHQ fluorescence; inhibition, % at 10.4 µM; 360,000 compounds, 0.14% hits;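 active means mean normalized replicate activity at least 40 and at least half of replicates scoring 40 or more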;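 further: 0% = median of neutral control wells and 100% = median of positive control wells; inhibitors cause a drop in the FAM fluorescence signal; in these data hits start at about 50%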
# esBAF inh: Bmi1 luciferase reporter increase in mESCs, primary screen, esBAF inhibitor project, mouse ES cells, Bmi1 luciferase knock-in, single point; 24 h; 100% = twice the neutral-well signal; reporter increase, % at 12.5 µM; 350,000 compounds, 2% hits; AID 602393, 2012; in the data active means activation above about 40%;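 further: 0% = median of the plate's neutral control wells and 100% = double that signal; a rise in the Bmi1 reporter signal indicates esBAF inhibition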
# * hit, by the source's call; . = not tested or not shown.
Molecule	PglD DTNB	E-selectin induc	ARNT-TACC3 inh	ERp5 block	CASP6 VEID inh	RAD52 inh	RAD54 branch	esBAF inh
CSc1ncccc1C(=O)NNC(=O)c1csc(N2CCOCC2)n1	4	-0.1	.	16	0	-9	-17	0
O=C(Nc1ccccc1F)N[C@@H]1CC[C@@H](CCNC(=O)C2CCC2)O[C@@H]1CO	0	-0.5	-3	-1	-1	-5	-7	0
CN(C)C(CNC(=O)c1ccc(OCc2cn3ccccc3n2)cc1)c1ccco1 (centres undefined)	1	.	.	-3	-1	-14	2	22
COc1ccc(S(=O)(=O)Nc2ccc3c(c2)C(=O)N([C@H](C)CO)C[C@H](C)[C@H](CN(C)S(=O)(=O)c2ccccc2)OCCCC[C@H](C)O3)cc1	.	-0.1	.	-9	2	16	.	.
c1ccc(CC2CCCNC2)cc1 (centres undefined)	.	1.6	10	0	-3	-7	.	.
CCCCC(=O)Nc1nc(-c2ccc(S(=O)(=O)N3CCOCC3)cc2)cs1	-3	-0.2	-1	4	1	-7	8	-6
COCCCNc1nc2c(c(=O)[nH]c(=O)n2C)n1CC(O)COc1ccccc1 (centres undefined)	4	.	-5	.	.	.	8	0
COc1ccc2c(c1OC)C(=O)OC2N1C(=O)CC[C@H]1C(=O)NCC1CCCO1 (some centres undefined)	0	.	-5	2	0	-10	-9	-7
CC(C)NC(=O)Nc1ccc2c(c1)C(=O)N([C@@H](C)CO)C[C@H](C)[C@@H](CN(C)C(=O)Nc1ccc(F)cc1)OCCCC[C@H](C)O2	-2	.	10	-6	2	-19	1	12
C[C@@H]1CN([C@H](C)CO)S(=O)(=O)c2ccc(C#CC3CCCC3)cc2O[C@@H]1CN(C)S(C)(=O)=O	-1	-0.2	3	-5	2	-7	-4	20
O=C(CNC(=O)c1ccccc1)OCC(=O)c1ccccc1Cl	-6	-0.5	-4	4	-1	-8	-3	.
COc1ccc(S(=O)(=O)N2CCCCN3[C@@H](CO)[C@H](c4ccc(C#CCC(C)C)cc4)[C@@H]3C2)cc1	0	-0.3	20	0	.	-12	-8	.
Cc1cc2c(cc1C)NC1=C(N2)OC(c2cccc(O)c2)C1=O (centres undefined)	.	0.0	.	-1	1	-13	.	.
COCCCNC(=O)CC1C(=O)N(Cc2ccccc2)C(C)c2nc3ccccc3n21 (centres undefined)	-3	.	-5	0	0	6	-11	-4
CCN(CC)c1ccc(/C=N\NC(=O)c2cccc3cc[nH]c23)cc1	.	.	-4	.	-2	-8	.	22
COC(=O)CC/C(O)=C1\C(=O)CC(C)(C)CC1=Nc1ccccc1OC	3	.	3	.	.	.	1	1
CSc1ccc(Cn2nnc(C(=O)NCCc3ccc(Cl)cc3)c2N)cc1	-3	-1.1	-6	-4	-2	-4	6	.
Nc1nc(-c2ccccc2)c(-c2ccccc2)o1	-142	-0.2	-7	3	2	-10	-13	.
Cc1nnc(SC(=O)N2c3ccccc3Sc3ccccc32)s1	-3	.	-6	.	.	.	-4	9
CCOP(=O)(c1ccccc1)c1nc(-c2ccc(F)cc2)oc1N1CCCCC1 (centres undefined)	-1	.	-3	.	.	.	-4	3
COc1ccc(S(=O)(=O)Nc2ccc3c(c2)CC(=O)N([C@@H](C)CO)C[C@@H](C)[C@H](CN(C)S(=O)(=O)c2ccc(C)cc2)O3)cc1	-1	0.3	-5	-13	.	19	2	0
C#CCn1c(O)c(N=NC(=O)C(O)c2ccccc2)c2ccccc21 (centres undefined)	1	3.4	8	-8	-1	10	3	.
O=[N+]([O-])c1ccc(N/N=C/c2ccc(OCc3cccc4ccccc34)cc2)nc1	.	.	-2	4	-2	-178	.	.
C[C@@H]1CN([C@H](C)CO)C(=O)c2cccc(NC(=O)c3cnccn3)c2O[C@H]1CN(C)Cc1ccncc1	-4	-10	.	0	3	0	3	-1
O=C(c1ccccc1F)N1CCN(C(=O)C2CC2)CC1	6	0.1	0	0	2	-7	8	-2
CCc1nc2c(OCc3c(C)noc3C)cccn2c1N(C=O)Cc1ccc(OC)cc1	0	-0.5	.	-4	3	-49	3	4
Cc1ccccc1S(=O)(=O)N1CC[C@@H]2[C@H]1c1cc(C#Cc3ccccc3)ccc1N[C@@H]2CO	0	0.6	-12	-3	0	2	0	-3
C/C(Cn1nnc([N+](=O)[O-])n1)=N\NC(=O)c1ccncc1	.	.	3	9	1	-26	.	.
O=C(NCC(F)(F)F)[C@@H]1[C@@H](CO)[C@@H]2Cn3c(cccc3=O)[C@@H]2N1C(=O)C1CCC1	0	0.1	-12	-4	2	-13	-10	1
Cc1[nH]c2ccccc2c1C(=O)COC(=O)C(C)C	0	.	-3	.	.	.	-8	-3
O=C(CN1CCCc2ccccc21)N/N=C/c1ccccc1	.	-0.1	-2	2	-5	-6	.	.
COc1cccc(S(=O)(=O)Nc2cccc(C(=O)N3CCCC3)c2)c1	-2	.	2	-12	-5	-9	4	-11
O=C(O)CCc1ccc(-c2ccccc2)n1-c1cccc(O)c1	0	.	-1	0	9	-10	4	36
CCOC(=O)c1ccc(-n2c(CCC(=O)O)ccc2-c2ccc(F)cc2)cc1	0	.	-12	5	6	-50	3	-8
CC(C)C#Cc1ccc2c(c1)O[C@H](CN(C)Cc1cccnc1)[C@H](C)CN([C@H](C)CO)S2(=O)=O	-2	0.1	-3	0	-3	1	-2	4
COCCNC(=O)CN(C(=O)CCC(=O)Nc1cc(C)on1)c1ccc(C)cc1C	-4	.	-4	.	.	.	7	3
O=C(CN1CCOCC1)N[C@@H]1CC[C@@H](CCn2cc(C3CC3)nn2)O[C@@H]1CO	5	-0.1	-6	-5	1	-8	4	-2
COc1cc2cc(CN(CCCN3CCOCC3)C(=O)Nc3ccc(F)cc3)c(=O)[nH]c2cc1OC	.	.	-2	-3	8	-3	.	.
COc1cc(C(=O)Nc2ccc(-c3nc4cc(C)ccc4o3)c(O)c2)cc(OC)c1OC	2	.	-1	.	.	.	-2	-5
COc1ccnc(Oc2ccc(C)cc2)c1C#N	5	.	-20	.	.	.	-3	34
CC(C)CC(=O)NS(=O)(=O)c1ccc(N)cc1	-1	.	-1	.	.	.	-7	-4
C[C@@H]1CN([C@H](C)CO)C(=O)c2cc(NC(=O)c3ccccc3)ccc2O[C@@H](C)CCCCO[C@H]1CN(C)C(=O)c1ccncc1	3	0.1	-7	-1	-7	8	5	5
O=C(Nc1ccc(F)cc1)c1cncs1	0	0.4	-7	-5	-1	-7	-4	0
CCCCCCCCN1C(=O)[C@@H](CC(=O)NCCc2ccccc2OC)C[C@@]2(C(=O)OC)C1=C[C@H](C(C)(C)C)O[C@@H]2C	.	-0.3	.	-5	3	-10	.	.
C[C@@H]1CN([C@@H](C)CO)C(=O)c2cc(NC(=O)Cn3cnnn3)ccc2O[C@H]1CN(C)C(=O)Nc1ccc(C(F)(F)F)cc1	0	-0.6	3	0	1	-11	-2	-1
COc1cc(/C=N/NC(=O)CCN2CCN(Cc3ccccc3)CC2)cc(OC)c1OC	1	0.0	-8	.	.	.	5	-9
Cn1c(=O)c(=O)n(C)c2cc(S(=O)(=O)N3CC(=O)N(CCc4ccccc4)C(=O)C3)ccc21	1	5.1	1	-22	-3	0	-7	-9
CC1CC(C)CN(CCCNC(=O)C2CCCN(c3ncnc4c3nc3n4CCCCC3)C2)C1 (centres undefined)	1	.	5	-1	-11	2	0	-6
COC(=O)CNC(=O)C1CCN(C(=O)OCc2ccccc2)CC1	5	.	0	.	.	.	11	-5
CC(=O)Cc1nsc(NC(=O)c2cc(-c3ccccc3Cl)oc2C)n1	1	0.0	-8	2	6	-21	-6	-1
Cc1noc(C)c1S(=O)(=O)Nc1ccc2c(c1)C(=O)N([C@@H](C)CO)C[C@@H](C)[C@@H](CN(C)Cc1ccncc1)OCCCC[C@@H](C)O2	3	0.2	-11	-3	-1	5	0	4
Cc1ccc2nsnc2c1NC(=O)c1ccc([N+](=O)[O-])cc1	.	.	-2	-3	-5	-14	.	.
O=S(=O)(c1ccccc1)N1C[C@@H]2[C@H](c3ccccc31)[C@H](CO)N2Cc1ccc2c(c1)OCO2	-5	0.4	-3	0	0	-96	-12	-7
COc1ccc(S(=O)(=O)N=N/C=C2\C=CC=CN2O)cc1OC	1	-0.4	.	-2	.	-6	-8	.
O=C(C[C@H]1CC[C@@H]2[C@H](COC[C@H](O)CN2S(=O)(=O)c2cccc(F)c2)O1)Nc1ccc(-c2ccccc2)cc1	-3	0.6	6	-1	1	2	12	-5
CCC(=O)N1CCCCN2[C@H](C1)[C@@H](c1ccc(C#CCOC)cc1)[C@@H]2CO	0	-0.4	-8	5	-2	-8	-6	3
COc1ccc(CC(=O)N2CCc3cc(OC)c(OC)cc3C2O)cc1OC (centres undefined)	1	0.6	-14	2	1	-12	-1	-7
Cc1[nH]c2ccccc2c1C(=O)C(C)OC(=O)c1ccc(Cl)nc1 (centres undefined)	.	0.6	-1	4	2	-92	.	.
O=C(C[C@@H]1C=C[C@H](NC(=O)C2CCOCC2)[C@H](CO)O1)NCC1CCCCC1	1	0.6	-5	5	4	-6	-6	0
CC(=O)c1ccc(N=Nc2ccc(N)cc2)cc1	-5	.	2	-1	1	-2	4	-39

# Next part
Molecule	PglD DTNB	E-selectin induc	ARNT-TACC3 inh	ERp5 block	CASP6 VEID inh	RAD52 inh	RAD54 branch	esBAF inh
CCOC(=O)C1=CCN(S(=O)(=O)c2ccccc2C)C1c1cccc(Br)c1 (centres undefined)	-1	2.0	.	6	0	-15	-2	3
CCOCCOC(=O)C1=C(C)NC2=C(C(=O)CC(c3cccs3)C2)C1c1ccsc1 (centres undefined)	0	.	10	.	.	.	2	3
C[C@@H]1CN([C@@H](C)CO)C(=O)c2cc(NC(=O)Cn3cnnn3)ccc2O[C@@H]1CN(C)S(=O)(=O)c1ccccc1	.	5.7	.	-5	-2	-10	.	-2
Cc1cc(C)c(C)c(S(=O)(=O)N2CCC(C(=O)Nc3ccc(S(=O)(=O)N4CCOCC4)cc3)CC2)c1C	1	0.1	5	-2	1	-19	-8	-1
CC1CN(c2ccccn2)C(C)CN1C(=S)Nc1ccccc1 (centres undefined)	-3	-0.1	-4	-3	2	-4	5	7
OC[C@H]1[C@@H](c2ccccc2)C2(CN(Cc3nccs3)C2)N1CC1CCOCC1	.	0.3	.	5	-2	-26	.	.
CCOC(=O)C(C)NC(=O)Cn1ncc2c(=O)oc3ccc(C)cc3c21 (centres undefined)	-3	1.7	-2	16	-3	-7	11	.
CC(=O)c1cccc(NC(=O)C(C)N(C)CC(=O)Nc2ccc(Cl)cc2)c1 (centres undefined)	1	4.6	-1	-2	-1	-5	-5	-7
CN(C)C(=O)c1cn(-c2ccccc2)nc1-c1cccc([N+](=O)[O-])c1	0	.	-2	0	4	-9	-5	3
